ER stress rescue: rescue of cells from ER stress-induced death, primary screen, 384-well, CSM14.1, thapsigargin, ATP luminescence (AID 1222); CSM14.1 thapsigargin-induced death rescue, ATP luminescence; higher % means a stronger effect; cellular ATP content (survival), % at 20 µM; hits with a dose series show EC50 in µM; 190,000 tested, under 10 active;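 active means EC50 below 50 µM in the dose-response confirmation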;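 further: death triggered by thapsigargin at about 15 µM added after 2 h compound pretreatment; cell ATP read after overnight thapsigargin exposure of roughly 18 to 22 hours; normalized against plate controls of thapsigargin alone and 5% DMSO vehicle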
K1F lysis inhibition: protection from phage-mediated lysis, alamar blue read-out – E. coli UTI89, K1F phage, bacterial capsule biogenesis inhibitors (AID 488966) | one-dose inhibition, % at 100 µM; IC50 in µM for titrated hits | E. coli UTI89 K1F phage lysis, alamar blue, 2 h; higher % means a stronger effect | actives 0.02% (n = 340,000);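 active means phage lysis inhibition, versus mean bacterial control, above a set limit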;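 further: capsule biogenesis inhibitors block K1F phage lysis so surviving cells raise fluorescence; higher fluorescence means more inhibition of phage lysis; actives were called in the ten point dose series up to 300 µM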
MT stabilizer: microtubule stabilizers in HeLa cells; HeLa tubulin immunostaining HCS, 24 h; share of cells brighter than vehicle mean+2SD; % tubulin-high responders, % at 10 µM; actives 0.83% (n = 200,000);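 active means plate Z-score above 3 for both tubulin-high and condensed-nucleus cell shares, with cell loss under 80%, at 10 µM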;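 further: anti alpha tubulin signal scored within the nucleus-defined area of each cell; some results filed as inactive read as strong as hits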
Dynein cargo inh: dynein cargo transport inhibition. AID 1381. actives 0.47% (n = 220,000). 3617.4 mouse cells, GR-EGFP nuclear translocation imaging; test concentration mostly 20 µM; stimulated with dexamethasone, 1 µM; hits give low values. z-score, hits read low;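 active means plate z-score of nuclear minus cytoplasmic receptor signal below a set negative limit, without overly bright fluorescence or cell loss, cut at about -3.5 in these data, passing the limit was not always enough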;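 further: z-score of nuclear minus cytoplasmic ring GR-EGFP intensity difference per well; some compounds called inactive have numbers as strong as hits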
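Buffer or medium – tet-free medium with charcoal-stripped serum · Signal – automated 10x imaging of fixed Hoechst-stained cells · Also added – dexamethasone agonist, 1.0 µM final, for 30 min · Incubation – induction 48 h, compound 1 h, agonist 30 min · Read-out – GR-EGFP nuclear translocation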
bCat nuc transl: alters nuclear translocation of beta-catenin in HeLa cells; actives 0.3% (n = 190,000); nuclear translocation activity, % at 5 µM; immunofluorescence imaging;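 active means nuclear translocation activity above 50% at 5 µM, with a well cell count of 50 or more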;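 further: per-cell ratio of nuclear to cytoplasmic median beta-catenin stain intensity; plate controls were DMSO negative control for no effect and GSK-3 inhibitor IX positive control for full effect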
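System: HeLa cells, endogenous beta-catenin; compound dosing: 5 µM primary single dose, 0.1% DMSO, 0.02–20 µM confirmation series; incubation: 24 h compound exposure at 37°C, 5% CO2; signal: beta-catenin immunofluorescence imaging with DAPI; evaluation: % activation, nuclear-to-cytoplasmic median beta-catenin signal ratio per cell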
M1AAP inhibition: malaria alanyl aminopeptidase activity blockers – biochemical, fluorogenic H-Leu-NHMec substrate, 1536-well (AID 1445); recombinant M1AAP, H-Leu-NHMec fluorogenic kinetic assay; higher % means a stronger effect; one-dose inhibition, % at 30 µM; IC50 in µM for titrated hits; actives 0.42% (n = 220,000);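 active means primary inhibition above the hit cutoff, then over 50% inhibition at one or more dose response concentrations, cut at about 23% in these data, passing the limit was not always enough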;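 further: plate controls were DMSO full reaction for no effect and no enzyme background for full effect; strong numbers were not always called active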
Autophagy HCS: modulators of autophagy; calls only at 10 µM (by protocol); actives 0.98% (n = 190,000); MEF GFP-LC3 puncta imaging; test concentration mostly 10 µM; AID 463193;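 active means percentage of spot-positive cells more than 3 SD above its plate mean, without a fluorescence outlier flag or 80% toxicity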;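 further: spot-positive cell cutoff set from DMSO-treated cells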
P. falciparum M17LAP: P. falciparum M17LAP inhibitors, primary screen, biochemical, fluorogenic H-Leu-NHMec substrate, 1536-well (AID 1619); actives 0.38% (n = 220,000); one-dose inhibition, % at 30 µM; IC50 in µM for titrated hits; recombinant M17LAP, H-Leu-NHMec fluorogenic kinetic assay; higher % means a stronger effect;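 active means compound inhibiting the enzyme by more than half at any dose during confirmatory dose-response retesting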;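 further: plate controls were full reaction with DMSO carrier for no effect and no enzyme background for full effect; strong numbers were not always called active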
Ins promoter up: MIN6 insulin promoter up-regulation | actives 0.3% (n = 190,000) | MIN6 insulin promoter-GFP reporter, high-content imaging; hits give high values | z-score at 5 µM | AID 1625;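 active means z-score above 3 at 5 µM with at least 500 cells counted in the well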
Dynein cargo inh cytoplasmic EGFP: further read-out of Dynein cargo inh, marked with its call; z-score; measured here: cytoplasmic GR-EGFP intensity; hits give high values
Dynein cargo inh nuclear GR-EGFP: second read-out of Dynein cargo inh, no call of its own (marks repeat the call); z-score; measured here: nuclear GR-EGFP intensity;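 lower value marks the stronger effect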
Dynein cargo inh cell count: further read-out of Dynein cargo inh, marked with its call; z-score; measured here: cell count per field
Ins promoter up cell count: also measured in Ins promoter up; calls as there; cell count; measured here: cytotoxicity, nuclei count;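 total cells summed across four imaged fields per well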
bCat nuc transl cell count 5 µM: further read-out of bCat nuc transl, marked with its call; cell count; measured here: cell count, cytotoxicity flag
MT stabilizer Hoechst-high %: also measured in MT stabilizer; calls as there; % Hoechst-high responders; measured here: nuclear condensation Hoechst responders;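 share of cells brighter than vehicle mean plus two SD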
MT stabilizer cytotoxicity %: also measured in MT stabilizer; calls as there; toxicity, %; measured here: cytotoxicity by cell density;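 0% = mean cell density of plate MIN control wells and 100% = no cells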
Autophagy HCS cell loss 18 h: further read-out of Autophagy HCS, marked with its call; toxicity, %; measured here: cell loss, nuclei count;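 cell loss after 18 h compound exposure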
* marks the source's active call; other numbers are inactive results; i = inactive; . = not tested or not shown; & = joins results of further samples; [ ] = another dose, or the depositor's remark. Compounds were not picked by outcome (roughly 2.9% active in at least one column).

SMILES	ER stress rescue	K1F lysis inhibition	MT stabilizer	MT stabilizer Hoechst-high %	MT stabilizer cytotoxicity %	Dynein cargo inh	Dynein cargo inh cytoplasmic EGFP	Dynein cargo inh nuclear GR-EGFP	Dynein cargo inh cell count	bCat nuc transl	bCat nuc transl cell count 5 µM	M1AAP inhibition	Autophagy HCS	Autophagy HCS cell loss 18 h	P. falciparum M17LAP	Ins promoter up	Ins promoter up cell count
COc1cccc(CC2(CO)CCN(Cc3ccc4cccc(F)c4n3)CC2)c1	-1.9%	0.5%	2.4	1.2	9.5	-0.1	0.36	-0.16	0.21	0.3	1005	0%	i	20	2%	-0.53	1519
Oc1cccc2ccc(/C=C/c3c(F)cccc3Cl)nc12	7.0%	-1.0%	5.3	2.8	2.7	-0.068	-0.31	0.48	0.44	3.9	847	20%	i	6	4%	1.1	1583
Cc1cc(Cl)nc2ccc(Cc3ccc4nc(Cl)cc(C)c4c3)cc12	.	0.0%	.	.	.	-0.78	-0.22	0.31	0.27	-1.7	1389	0%	.	.	-10%	-0.18	1069
O=C(c1cccc(C(F)(F)F)c1)C1CCCN(Cc2cccn2-c2ncccn2)C1 (stereo unspecified)	-2.3%	0.3%	3.1	1.6	5.5	-0.062	-0.26	-0.22	0.55	5.8	963	4%	i	33	-2%	-0.62	1402
O=C1N/C(=C/c2cccn2-c2ccccc2)C(=O)N1Cc1ccc(F)cc1	-3.7%	-0.1%	6.1	2.3	4.1	-0.25	-0.27	-0.48	0.4	1.2	950	6%	i	10	9%	.	.
O=C(NCc1ccccc1Cl)C1CCN(c2cnccn2)CC1	-1.7%	0.1%	3.7	2.6	8.1	0.16	-0.2	0.011	-0.52	-1.5	1109	2%	i	9	2%	.	.
c1ccc2c(-c3cc(C4CCNCC4)[nH]n3)cccc2c1	0.9%	4.5%	3.4	2.5	5.5	-0.67	-0.2	-0.3	1.2	3.6	1054	2%	i	-3	-3%	-0.29	1336
CCOc1cccc(/C=N/NC(=O)CC2C(=O)NN=C2C)c1O (stereo unspecified)	-5.5%	0.1%	1.8	2.0	13	-0.13	-0.3	-0.097	0.64	0.2	1037	9%	i	7	4%	-0.3	1041
C=CCn1c(C2CC2)n[nH]c1=S	-0.6%	0.5%	4.1	2.8	6.3	3.3	-0.26	1.6	-2.2	1.8	1105	4%	i	-5	-5%	-0.07	1178
c1ccc2c(c1)cnc1ccccc12	.	0.6%	.	.	.	1.6	-0.14	1.6	-2.5	-1.6	1317	-3%	.	.	6%	0.77	885
CC(=O)N(O)CCCCCNC(=O)CCC(=O)N(O)CCCCCNC(=O)CCC(=O)N(O)CCCCCN	-1.7%	-5.3%&-5.6%	3.5	3.1	4.8	-0.35	-0.27	0.0041	1.3	0.3	568	-6%	i	29	-9%	.	.
O=C(CCS(=O)(=O)Cc1ccccc1)Nc1nc2c(s1)CCCC2	-1.4%	3.8%	1.1	1.6	6.6	0.2	0.86	0.35	0.17	.	.	-4%	i	18	6%	.	.
O=C(NCc1ccccn1)C(=O)N/N=C/c1ccccc1O	.	0.0%	.	.	.	0.19	-0.25	0.75	-0.77	0.0	1267	3%	.	.	-4%	0.39	952
CCOC(=O)c1cc(-c2ccc3c(c2)OCCO3)nc2c1c(C)nn2CCC#N	0.2%	-0.3%	5.2	1.6	7.1	-1.1	-0.36	-0.22	0.85	-0.5	1109	11%	i	2	2%	-2.5	694
O=C1c2ccccc2C(=O)c2c1ccc1c(=O)n(-c3ccccc3)[nH]c21	-4.5%	1.0%[50 µM]	5.9	2.0	4.1	-0.36	-0.27	-0.56	-0.019	-1.1	1161	4%	i	10	13%	-0.33	2030
O=c1[nH]c(-c2ccccc2)cs1	-0.9%	-0.1%	6.6	4.0	7.3	1.4	-0.21	1	-1.1	-1.8	525	-6%	i	-11	12%	-0.14	1144
CCOc1cc(/C=C/c2ccc3cccc([N+](=O)[O-])c3n2)cc(Cl)c1O	-1.3%	4.0%	5.5	3.8	9.0	-0.06	-0.11	-0.048	-1.6	1.6	931	10%	i	-7	-4%	-1	1277
Cc1ccc(C(=O)N/C(=C\c2ccco2)C(=O)NCCc2c[nH]c3ccccc23)cc1	-3.5%	0.0%[50 µM]	3.6	1.9	2.2	0.91	-0.23	1.2	-1.2	6.3	490	1%	i	17	10%	0	1259
CCOC(=O)N1CCN(C(=O)CS(=O)Cc2nc(-c3cccc(C)c3)oc2C)CC1 (stereo unspecified)	0.7%	2.2%	2.0	5.2	6.9	-0.82	-0.11	-0.31	0.21	.	.	7%	i	13	9%	-0.39	930
CCOc1ccc(S(=O)(=O)Nc2nc3ccccc3nc2N2CCN(C)CC2)cc1	-6.2%	0.5%	1.2	1.2	8.4	-0.29	-0.18	-0.023	0.19	-5.3	1152	13%	i	-2	17%	1.3	1357
CC(C)CC(=O)Nc1nc2ccc(S(C)(=O)=O)cc2s1	-2.5%	0.6%	2.6	1.9	7.2	-0.53	-0.31	-0.14	1	0.6	1559	8%	i	-4	19%	-0.67	1310
CC(C(=O)Nc1ccc(N2CCOCC2)cc1)N1C(=O)c2ccccc2C1=O (stereo unspecified)	.	3.3%	3.3	1.4	2.3	0.36	-0.19	0.47	0.13	.	.	4%	i	11	-6%	0.56	1268
CCCc1nn(C)c(C(N)=O)c1[N+](=O)[O-]	-1.0%	1.9%	3.2	2.6	6.7	-0.12	-0.3	0.11	0.22	.	.	1%	i	6	-10%	0.63	1325
COc1cc(O)sc1C=Nc1ccc(Cl)cc1	.	0.0%	7.9	1.3	10.0	0.15	-0.34	0.13	0.27	-2.7	983	7%	i	-2	0%	-0.06	1270
O=C(N/N=C/c1ccccn1)c1ccccc1	-3.5%	-0.2%	1.6	1.2	0.7	-0.23	-0.28	0.63	-0.17	-1.8	1113	2%	i	16	16%	0.34	1524
CCC(=C(c1ccc(OC)cc1)c1ccc(OC)cc1)c1cn(CC(O)CN(CCO)CCO)c2ccccc12 (stereo unspecified)	-3.2%	-0.3%	4.2	1.8	6.1	-0.56	-0.36	-0.26	0.57	-3.5	1095	2%	i	5	-6%	0.18	1508
O=C(O)c1ccc(COc2ccc(CO)cc2Cl)cc1	0.4%	0.9%	5.0	2.1	7.5	0.3	-0.26	0.11	-0.092	-0.4	1050	4%	i	2	9%	-0.87	1264
O=C(/C=C/c1ccccc1)CC(O)(c1ccccc1)C(F)(F)C(F)F (stereo unspecified)	0.7%	-0.2%	1.9	1.1	8.3	-2.2	0.42	-1.1	0.31	.	.	-1%	i	-2	-7%	-0.32	755
CCN(CC)CCCN(Cc1cc2cc3c(cc2[nH]c1=O)OCO3)C(=S)Nc1ccccc1OC	-2.1%	0.2%	1.4	2.0	1.4	2	-0.025	1.3	-1.6	-1.3	1097	-4%	i	-4	-3%	.	.
COc1ccccc1NS(=O)(=O)c1cccc(NC(=O)NCCCl)c1	.	-0.7%[50 µM]	.	.	.	-0.31	-0.28	-0.26	0.51	-0.7	1277	5%	.	.	1%	0.3	1088
COc1ccc(-c2oc3cc(O)c(OC)c(O)c3c(=O)c2OC)cc1	.	2.0%	.	.	.	-0.78	-0.79	-0.13	-0.066	0.1	1163	17%	.	.	16%	0.46	1130
CN(C)c1ccc(/C=C/C(=O)c2cc(Cl)ccc2O)cc1	.	0.4%	.	.	.	-1.4	2	-0.35	0.53	-0.8	1175	4%	.	.	-17%	1.4	1436
CC(O)COc1ccc(/C(=N/O)c2ccccc2)cc1 (stereo unspecified)	-1.6%	0.3%	4.6	2.8	2.9	-0.59	-0.31	-0.21	-0.19	4.8	1429	1%	i	-7	5%	0.48	1482
CCOC(=O)c1nnn(-c2ccc([N+](=O)[O-])cc2[N+](=O)[O-])c1C	0.2%	-0.3%	3.4	2.2	4.6	-0.88	0.12	-0.56	-1.1	-1.9	1062	12%	i	-8	9%	0.17	1111
Cc1cc(C)n2c(Br)c(CN3CCCC(C)C3)nc2n1 (stereo unspecified)	-0.6%	0.4%	1.8	1.7	6.3	-0.66	-0.028	-0.46	0.36	0.1	1022	5%	i	-11	-19%	0.65	1050
COC(=O)CC1=C(C(=O)OC)C(c2ccc3c(c2)OCO3)C(C#N)=C(N)O1 (stereo unspecified)	.	0.4%	.	.	.	-0.96	-0.6	-0.33	-0.21	0.0	1318	9%	.	.	9%	0.14	1006
COc1ccc(NC(=O)CO/N=C2\CCCc3nonc32)cc1	-1.8%	4.9%	4.9	1.9	7.4	-0.31	-0.31	-0.41	0.23	-1.7	1070	0%	i	3	16%	-0.03	1530
C=C1CCN(C(C)C(=O)OC)S(=O)(=O)c2ccccc21 (stereo unspecified)	.	1.0%	.	.	.	-0.8	-0.63	-0.41	0.41	-0.8	1197	10%	.	.	1%	0.55	1052
NC(=O)C1(N2CCCCC2)CCN(Cc2nc3ccccc3c(=O)[nH]2)CC1	-0.6%	5.4%	3.6	2.0	69	-0.23	-0.22	0.25	0.69	0.6	1035	3%	i	-1	-6%	-0.37	1610

From PubChem
